Source: PubChem BioAssay (Sanford-Burnham Center for Chemical Genomics)
tim10-1 inh = growth inhibitors of tim10-1 mutant yeast; 2.2% of 330,000 active; inhibition, % at 20 µM; S. cerevisiae tim10-1 ts strain growth, BacTiter-Glo, 24 h;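 active means inhibition of at least 40%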;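 further: mutant grown at 25 °C; 0% = DMSO wells with yeast and 100% = wells holding no yeast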
MIN6 prolif = induces beta-cell replication in MIN6 cells; MIN6 cells proliferation, ATPlite luminescence, 48 h; cells starved in 0.2% serum; 100% = growth in 10% serum; proliferation, % at 10 µM; 0.29% of 330,000 active; AID 2380;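 active means compounds whose signal lies at least 3.5 SD above the mean of all wells on their plate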;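 further: 0% = DMSO-treated cells in low-serum medium and 100% = 10% serum control; some compounds called inactive have numbers as strong as hits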
tim23-1 inh = inhibits growth of tim23-1 mutant yeast; S. cerevisiae tim23-1 growth, BacTiter-Glo luminescence, 24 h; inhibition, % at 20 µM; 1.3% of 330,000 active; AID 463212;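 active means growth inhibition of the mutant yeast at or above 50%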;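 further: temperature-sensitive mutant grown at 25 °C; plate controls were DMSO-treated mutant yeast for no effect and medium wells lacking yeast for full effect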
TIM10 inh = inhibits growth of TIM10 yeast strain. inhibition, % at 10 µM. AID 463195. S. cerevisiae TIM10 strain growth, BacTiter-Glo luminescence, 24 h. 1.4% of 330,000 active;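 active means inhibition of 40% or more at the single tested concentration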;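 further: wild-type TIM10 isogenic control strain grown at permissive 25 °C; 0% = DMSO yeast wells and 100% = minimal medium wells without yeast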
NALP3 yeast inh = blocks the NALP3 inflammasome reconstituted in yeast; Yeast reconstituted NLRP3/ASC/caspase-1, beta-gal luminescence, 24 h; 0.39% of 330,000 active; inhibition, % at 10 µM;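 active means inhibition of 50% or more; inactive means inhibition below 50%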;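 further: plate controls were induced DMSO wells for no effect and uninduced yeast grown without galactose for full effect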
APJ antagonist = antagonists of human APJ apelin receptor; AID 2521; P35414; inhibition, % at 20 µM; 0.32% of 330,000 active; CHO-K1 APJ beta-arrestin complementation, luminescence;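 active means inhibition above about 40% at 20 µM, limit read from the data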;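 further: cells challenged with 10 nM apelin-13 agonist together with compound; plate controls were apelin-13 plus DMSO wells for no effect and DMSO wells lacking apelin-13 for full effect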
Target sequence (P35414 whole entry, looked up): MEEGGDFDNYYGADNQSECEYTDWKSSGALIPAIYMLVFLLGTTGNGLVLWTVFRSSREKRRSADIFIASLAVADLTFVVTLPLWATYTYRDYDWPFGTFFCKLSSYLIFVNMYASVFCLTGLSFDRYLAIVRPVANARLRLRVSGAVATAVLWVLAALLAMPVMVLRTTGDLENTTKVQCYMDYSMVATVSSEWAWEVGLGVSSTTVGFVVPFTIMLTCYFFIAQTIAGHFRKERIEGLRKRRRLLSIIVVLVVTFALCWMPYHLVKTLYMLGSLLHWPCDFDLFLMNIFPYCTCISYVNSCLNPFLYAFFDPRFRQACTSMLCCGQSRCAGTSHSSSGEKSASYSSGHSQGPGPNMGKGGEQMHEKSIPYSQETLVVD
NR3A LBD binder = NR3A (human) ligand-binding domain modulation. NR3A LBD differential scanning fluorimetry, Tm shift; 0% = protein alone, 100% = glycine-bound protein. Tm shift relative to glycine control, % at 25 µM. 2.5% of 340,000 active;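 active means melting temperature shift of at least 10% of the positive control shift, at one fixed dose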
MPTP block = inhibitors of mitochondrial permeability transition pore; 1.4% of 360,000 active; isolated mouse mitochondria, Ca2+ swelling absorbance, 30 min; inhibition, % at 10 µM;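 active means inhibition of 50% or more, scaled per plate between neutral and stimulator controls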;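 further: 0% = DMSO wells given calcium and 100% = 1 mM EGTA wells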
APJ ag = agonists of human APJ apelin receptor. AID 2520. activation, % at 20 µM. 0.11% of 330,000 active. P35414. CHO-K1 APJ PathHunter beta-arrestin, luminescence; 0% DMSO wells, 100% apelin;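 active means activation more than six SD over the plate average, tested at 20 µM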;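 further: 0% = DMSO alone and 100% = apelin-13 at 10 nM; some results filed as inactive read as strong as hits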
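Material: engineered CHO-K1 APJ arrestin reporter cells; amount: 1000 CHO-K1 reporter cells seeded per well; incubation: compound stimulation 90 min at 25 °C, detection 60 min; signal: luminescent beta-gal fragment complementation, chemiluminescent substrate; read-out basis: APJ agonist activity; controls: DMSO-only wells as negative, 10 nM Apelin-13 as positive control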
An asterisk follows results filed as active; nt = not tested or not shown.

SMILES	tim10-1 inh	MIN6 prolif	tim23-1 inh	TIM10 inh	NALP3 yeast inh	APJ antagonist	NR3A LBD binder	MPTP block	APJ ag
c1ccc(C(c2nnnn2C2CCCC2)N2CCCCCC2)nc1 (stereo unspecified)	36	-1	38	22	1	13	1	0.7	-7
CNC(=O)C12N=CNN=C1N(C)C(=O)N2C (stereo unspecified)	2	-1	15	-4	-2	-9	1	-1.6	-1
Cc1nc(NC(=O)c2ccc(-c3cc4ccccc4oc3=O)cc2)ccc1Br	9	0	-27	-16	4	-4	1	-0.2	-1
O=C(Nc1ccncc1)Nc1cccc(C(F)(F)F)c1	7	-2	7	1	20	-86	14*	81*	19
CCOc1ccc(NC(=O)COC(=O)c2cccnc2)cc1	-6	-2	1	-3	23	-1	-2	-2.9	5
CCOC(=O)C1C(c2cc(OC)c(O)c(OC)c2)NC(=S)NC1(O)C(F)(F)F (stereo unspecified)	0	0	17	-10	5	8	-1	1.0	3
CCOC(=O)Cc1cc(=O)[nH]c(=O)[nH]1	1	0	-2	-4	7	5	-3	-1.8	1
c1ccc2c(-c3nnc4n3CCCCC4)c[nH]c2c1	-6	-2	-2	-4	4	-1	-7	-0.9	-3
CC(C)N1C(=S)SC2CS(=O)(=O)C=C21 (stereo unspecified)	0	3	-6	-1	-2	12	0	0.4	-4
Cc1c(NC(=O)CSc2n[nH]c(=O)n2-c2ccccc2)c(=O)n(-c2ccccc2)n1C	0	1	4	3	14	0	-2	-1.6	-4
CC(=O)CCC(=O)N1CCCC(CNC(=O)c2ccc(-c3ccccc3)cc2)C1 (stereo unspecified)	15	-1	17	11	7	-17	-1	0.8	4
Cc1ccccc1CNC(=O)CCCn1ncn2c(cc3occc32)c1=O	6	-2	5	1	3	13	0	-1.1	-5
NS(=O)(=O)c1cc2c(cc1Cl)NC(CSCc1ccccc1)=NS2(=O)=O	4	3	11	0	2	6	-9	-1.7	-1
COc1ccc(Cl)cc1S(=O)(=O)NC(C)C(=O)NCc1ccncc1 (stereo unspecified)	-8	0	-3	-18	-3	1	0	-1.5	-1
Cc1cccc(S(=O)(=O)NCC2CCCO2)c1 (stereo unspecified)	1	0	5	10	6	8	2	-2.6	-1

Of the compounds above, three contain an NH in an aromatic ring.
SMILES	tim10-1 inh	MIN6 prolif	tim23-1 inh	TIM10 inh	NALP3 yeast inh	APJ antagonist	NR3A LBD binder	MPTP block	APJ ag
CCOC(=O)Cc1cc(=O)[nH]c(=O)[nH]1	1	0	-2	-4	7	5	-3	-1.8	1
c1ccc2c(-c3nnc4n3CCCCC4)c[nH]c2c1	-6	-2	-2	-4	4	-1	-7	-0.9	-3
Cc1c(NC(=O)CSc2n[nH]c(=O)n2-c2ccccc2)c(=O)n(-c2ccccc2)n1C	0	1	4	3	14	0	-2	-1.6	-4

Continued.
SMILES	tim10-1 inh	MIN6 prolif	tim23-1 inh	TIM10 inh	NALP3 yeast inh	APJ antagonist	NR3A LBD binder	MPTP block	APJ ag
O=C(O)CCN1C(=O)C2C3CC(C2C1=O)C1C(c2ccccc2)c2sc(=O)[nH]c2SC31 (stereo unspecified)	10	-1	20	5	0	12	-2	2.1	-2
COc1ccc(N2CCN(S(=O)(=O)c3ccc4c(c3)NC(=O)CS4)CC2)cc1	17	1	16	5	12	5	0	-1.1	-5
COc1ccc(OCCn2cc(C=O)c3ccccc32)cc1	-25	-1	24	-12	16	15	-2	0.4	-1
CCCCn1c(CN2CCN(c3ccc(F)cc3)CC2)nc2c1c(=O)n(C)c(=O)n2C	8	-7	23	10	5	-10	-3	1.1	-1
CC(C)OC(=O)C1C(=O)CC(C)(O)C(C(=O)OC(C)C)C1c1cccc([N+](=O)[O-])c1 (stereo unspecified)	16	-2	20	23	-5	10	2	0.1	-5
Cc1c(-c2ccc(Cl)cc2Cl)nc2ccccc2c1C(=O)NCCN1CCOCC1	17	2	16	13	5	10	1	1.6	1
O=C(NCC1CCCO1)c1csc2c1CCCCC2 (stereo unspecified)	-5	0	3	5	15	12	-3	-1.7	-5
CCN(C(=O)c1cc2c(=O)[nH]c3ccc(C)cc3c2s1)c1ccccc1F	9	-2	6	8	-25	4	0	-0.5	-6
CC(C)N(CC(N)=O)c1ccc(S(=O)(=O)N2CCCC2)cn1	-2	9	8	4	8	9	3	-1.5	-4
CCC(C)[C@H](NC(=O)NCc1ccc(S(N)(=O)=O)cc1)C(=O)O (stereo partly specified)	-4	-1	15	-20	18	1	1	0.5	0
CCSc1nnc(NC(=O)C2CCCCC2C(=O)O)s1 (stereo unspecified)	6	-2	5	9	19	-1	-1	-0.6	-4
CC1CCC(C(C)C)C(OC(=O)Cn2nnc3c(cnn3-c3ccccc3)c2=O)C1 (stereo unspecified)	13	-4	15	10	-5	2	-2	2.6	-5
COc1cc(OC)cc(C(=O)N[C@H](C(=O)Nc2nc(-c3cc(OC)ccc3OC)cs2)C(C)C)c1	-5	-6	16	12	0	-36	-1	1.5	-5
O=C(Nc1nc2ccc(F)cc2s1)c1ccccn1	35	-5	41	-7	31	77*	-5	nt	-11
CN(C)S(=O)(=O)c1ccc(N2CCCC2)c(C(=O)Nc2nc(-c3ccc(F)c(F)c3)cs2)c1	1	-1	1	2	11	3	-10	4.9	-1
CCOC(=O)CN1C(=O)C(=O)N(Cc2c(Cl)cccc2Cl)C1=O	28	4	16	1	15	-50	-1	2.4	2
Cc1c(O)c2ccccc2oc1=O	7	4	-11	-2	4	1	0	0.4	-5
CS(=O)(=O)c1ccc2nc(NC(=O)C3CCCCC3)sc2c1	9	-1	33	9	-1	1	-5	0.4	5
c1coc(CNC2CCCCCCC2)c1	3	3	-8	6	-3	11	11*	-0.8	-4
COc1ccc(CN2CCN(Cc3ccc(C)cc3)C(CCO)C2)cc1OC (stereo unspecified)	12	1	-8	2	12	-23	0	2.1	-6
COc1ccc(CN(C)S(=O)(=O)c2nnc(NC(=O)c3cccc(F)c3)s2)cc1OC	15	-4	21	10	8	6	-3	7.0	7
COc1ccc(N(CC(=O)NCCc2ccccc2)C(=O)CCC(=O)Nc2nccs2)c(OC)c1	-8	3	3	12	-7	4	-2	0.5	-2
O=C(C1CCN(S(=O)(=O)c2ccccc2)CC1)N1CCN(c2ccccc2F)CC1	10	-4	13	10	9	0	-1	-0.5	-2
CCN(CC)C(=O)CSc1nnc(CNc2ccc(F)cc2)n1-c1ccccc1	-16	1	-46	-20	17	14	0	0.3	4
O=C(CCN1C(=O)C2C3C=CC(C3)C2C1=O)Nc1c(F)cccc1F (stereo unspecified)	-17	-3	-5	-11	-1	-17	1	0.1	-1
O=C(CN1CCCC1)N1CCN(c2ccccc2)CC1	4	2	-1	9	21	-5	-1	0.4	-4
CCCNc1nc(C)cc(-c2cc(C(=O)Nc3ccccc3)on2)n1	18	2	25	1	14	4	1	-2.6	0
Cc1ccc(S(=O)(=O)CCC(=O)Nc2nc(-c3ccccn3)cs2)cc1	9	-5	13	-12	4	-50	-1	-0.5	-3
O=C(Cc1cccs1)Nc1cc(S(=O)(=O)N2CCCCC2)ccc1Cl	12	6	13	3	8	-2	1	-0.5	-1
O=C(CC1NC2CCCCC2NC1=O)Nc1ccc2c(c1)OCO2 (stereo unspecified)	12	3	-7	4	7	8	-1	-1.6	-4

Compounds listed so far that contain a CF3 group, in the order listed:
SMILES	tim10-1 inh	MIN6 prolif	tim23-1 inh	TIM10 inh	NALP3 yeast inh	APJ antagonist	NR3A LBD binder	MPTP block	APJ ag
O=C(Nc1ccncc1)Nc1cccc(C(F)(F)F)c1	7	-2	7	1	20	-86	14*	81*	19
CCOC(=O)C1C(c2cc(OC)c(O)c(OC)c2)NC(=S)NC1(O)C(F)(F)F (stereo unspecified)	0	0	17	-10	5	8	-1	1.0	3

(cont.)
SMILES	tim10-1 inh	MIN6 prolif	tim23-1 inh	TIM10 inh	NALP3 yeast inh	APJ antagonist	NR3A LBD binder	MPTP block	APJ ag
CCOC(=O)C1(CCSC)NC(c2ccco2)C2C(=O)N(CC)C(=O)C21 (stereo unspecified)	8	-2	1	-25	14	-5	0	-0.6	-2
CCC(=O)NC(=S)Nc1ccccc1C(=O)OC	15	0	9	-3	7	13	1	-0.5	-3
O=C1[C@H]2[C@H](ON3CCCC[C@H]23)C(=O)N1c1ccc(Cl)cc1	2	0	-8	19	17	20	-3	-1.8	-3
COc1ccc(Oc2cnc3ccccc3n2)cc1	9	3	-5	11	5	6	0	0.4	-2
Cc1cccc(NC(=O)c2cccnc2Cl)n1	16	-2	18	5	20	-13	1	-1.7	12
COC(=O)COn1c(-n2nc(C)cc2C)nc2ccccc2c1=O	14	-1	14	26	2	13	-1	0.9	-6
CCOc1ccc(C(=O)NC(Cc2ccccc2)C(=O)OC)cc1 (stereo unspecified)	15	-2	15	12	8	-10	2	-2.0	4
Cc1cc(C)nc(NC2=NCC(=O)N2c2ccccc2)n1	19	-2	6	4	-11	8	-1	-2.3	-1
COc1cc(OC)cc(C2C(C#N)=C(N)Oc3n[nH]c(-c4cccnc4)c32)c1 (stereo unspecified)	9	0	14	10	-1	8	-1	1.4	-2
COc1ccc(CNC(=O)COC(=O)c2ccc3ncsc3c2)cc1OC	-4	-1	8	14	13	-11	0	-1.0	-3
COc1ccc(NC(=O)C2CCC2)cc1S(=O)(=O)Nc1cc(C)ccc1Br	-10	-5	22	-8	-9	5	0	-0.6	-5
O=C(OCc1nnc(-c2ccccc2)o1)C1CC(=O)N(CCc2ccccc2)C1 (stereo unspecified)	17	-2	24	8	20	-10	0	0.8	0
NS(=O)(=O)c1ccc(NC(=O)COC(=O)c2cnccn2)cc1	-2	0	9	-5	5	12	-1	-0.6	-2
CCC(C)c1ccc(NC(=O)Nc2cnccn2)cc1 (stereo unspecified)	22	-6	22	23	21	-3	-1	-4.4	-6
CCOC(=O)c1sc(NC(=O)CSc2ncccn2)nc1C	35	0	22	13	27	-10	2	-0.2	-2
Cc1ccc(-n2nnnc2SCC(=O)NCC2(N3CCOCC3)CCCCC2)c(C)c1	12	2	18	15	8	7	0	-1.3	1
S=C(Nc1ccc(N2CCOCC2)cc1)Nc1ccc2snnc2c1	-10	-2	21	4	27	-17	6	5.4	-4
CN(C(=O)COC(=O)Cc1ccccc1[N+](=O)[O-])C1CCS(=O)(=O)C1 (stereo unspecified)	4	1	6	-1	-2	-4	-1	-0.6	-3
CCC(C)(C)n1nnnc1C(c1cc(OC)c(OC)c(OC)c1)N1CCN(c2ccccc2)CC1 (stereo unspecified)	1	-2	-2	4	7	3	-5	1.3	-2
COc1ccc(NC(=O)Cc2coc3cc(C)ccc23)cn1	-23	-1	-1	8	26	-12	-11	0.6	-2
COc1cc2c(cc1OC)C(C(=O)Nc1cccc(C)n1)C(c1cccnc1)N(C)C2=O (stereo unspecified)	-3	-1	-1	9	-11	0	-2	-0.4	-3
O=C(NCc1cccnc1)C1CCCN(S(=O)(=O)c2ccc(Br)cc2)C1 (stereo unspecified)	5	0	15	-1	6	4	0	-5.2	-2
Cc1ccc(-c2cnn(-c3ccccc3)c2N)cc1	24	-5	18	-2	14	2	-2	0.4	-1
Cc1cccc(NCCC(=O)c2ccc([N+](=O)[O-])cc2)c1C	40*	-6	22	23	16	-27	-2	0.6	-2
COc1cc(C(=S)N2CCOCC2)cc(OC)c1OS(=O)(=O)c1ccc(Cl)cc1	5	-1	24	6	12	17	-1	0.4	-1
CCC(CC)C(=O)NCCCN1CCOCC1	3	0	10	7	38	-4	-2	0.0	-2
S=C(NCCc1ccccc1)NCC(c1ccco1)N1CCCCC1 (stereo unspecified)	-12	-5	0	-13	17	-9	7	0.9	-1
CCOC(=O)CC(=O)CSc1ncnc2c1nnn2-c1ccccc1	-2	0	0	6	17	8	0	0.6	-5
